FLuc inh counter = inhibits firefly luciferase, flagging false hits in luciferase inhibition screens; 1.5% of 200,000 active; inhibition, % at 10 µM; ATPLite firefly luciferase biochemical luminescence, 10 min;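 active = inhibition above about 50% when tested at 10 µM, limit read from the data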
Target sequence (P08659 whole entry, looked up): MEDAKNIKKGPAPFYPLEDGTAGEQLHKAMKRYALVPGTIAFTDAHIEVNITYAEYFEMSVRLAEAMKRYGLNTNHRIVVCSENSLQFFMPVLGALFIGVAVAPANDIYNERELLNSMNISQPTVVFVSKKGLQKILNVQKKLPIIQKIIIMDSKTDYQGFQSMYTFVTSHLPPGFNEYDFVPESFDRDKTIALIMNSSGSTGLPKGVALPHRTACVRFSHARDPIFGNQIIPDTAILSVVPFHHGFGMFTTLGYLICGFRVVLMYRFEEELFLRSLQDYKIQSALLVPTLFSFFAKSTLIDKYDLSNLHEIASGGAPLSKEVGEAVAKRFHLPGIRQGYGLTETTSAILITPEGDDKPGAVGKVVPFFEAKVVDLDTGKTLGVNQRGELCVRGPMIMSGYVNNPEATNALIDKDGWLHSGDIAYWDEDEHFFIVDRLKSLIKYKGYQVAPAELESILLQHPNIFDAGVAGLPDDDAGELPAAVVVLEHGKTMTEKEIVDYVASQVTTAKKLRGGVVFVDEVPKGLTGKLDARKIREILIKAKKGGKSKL
APP transl inh = APP translation inhibition; AID 1285; SH-SY5Y APP 5'UTR-luciferase reporter, luminescence; 0.82% of 190,000 active; inhibition, % at 2 µM;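 active = inhibition above a set limit, derived from the sample mean plus 3 SD, cut at about 45% in these data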; also: values of inactives mirror those of a sister screen read the other way
TLR4-MyD88 BLA = TLR4-MyD88 interaction inhibition in cells | HeLa CL3-4 TLR4/MyD88 BLA complementation, FRET ratio | inhibition, % at 8.4 µM | 0.18% of 200,000 active; in the data active = inhibition above about 25%;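 also: 0% = vehicle and 100% = reference inhibitor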
Diaph inh CS = inhibits diaphorase or chemically oxidizes, flagging diaphorase assay artifacts | diaphorase resazurin-to-resorufin fluorescence, NADH, 16 min; bacterial (C. kluyveri) enzyme, not human | inhibition, % at 20 µM | 0.69% of 190,000 active;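 active = primary screen inhibition at 20 µM above a set limit, cut at about 50% in these data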;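 also: plate controls were DMSO with full reaction for no effect and wells lacking NADH for full effect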
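Test system: bacterial diaphorase enzyme (C. kluyveri); Quantity: 0.14 U/mL diaphorase, enzyme working solution; Times: reaction incubation of 16 min at room temperature; Measured by: fluorescence of resorufin formed from resazurin, Ex 544/Em 590 nm; Benchmarks: positive control minus NADH, DMSO neutral control.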
STAT1 act = STAT1 signaling activation. NIH 3T3 STAT1-luciferase reporter, IFN-gamma, luminescence; 100% = IFN-gamma alone, no compound. activation (% of control), % at 5.5 µM. 2.6% of 200,000 active. AID 932;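 active = activation above the screen-wide mean activation plus 3 SD, cut at about 130% in these data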;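 also: raw ratio to IFN-gamma control signal so 100% means no change and 0% no light; values of inactives mirror those of a sister screen read the other way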
NF-kB expr up = compounds increasing NF-kB expression in human neuronal cells; 1.6% of 190,000 active; fold change at 12.5 µM; NF-kB reporter expression; hits give high values; in the data active = fold change above about 3.3
APP 5'UTR act = APP 5'UTR luciferase reporter activation; activation, % at 2 µM; 1% of 190,000 active; SH-SY5Y APP 5'UTR luciferase reporter, luminescence; zero percent = DMSO vehicle wells;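 active = activation above a set limit, based on mean plus 3 SD of controls, cut at about 140% in these data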; also: values of inactives mirror those of a sister screen read the other way
Diaphorase act = counter-screen for diaphorase-based assays: diaphorase activators and chemical reducers; Diaphorase/resazurin coupled assay, resorufin fluorescence, 16 min; hits give high values; 1 = vehicle wells, 0 = NADH-free wells; activation factor at 20 µM; 0.005% of 190,000 active; AID 1229;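 active = diaphorase activity raised at least twofold by the compound at 20 µM; inactive = activation factor below 2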
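Material: purified diaphorase enzyme from Clostridium kluyveri; Also added: 0.114 mM NADH and 0.1 mM resazurin, final amounts; Doses: single compound dose of 20 µM, 1% DMSO final; Times: 16 min enzyme reaction, ambient temperature; Detection: resorufin fluorescence, excitation 544 nm, emission 590 nm; Measure: increased resorufin signal from activators or reducing compounds.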
G6PDH CS = L. mesenteroides G6PDH inhibition counter-screen; Purified L. mesenteroides G6PDH, diaphorase/resazurin coupled fluorescence, 45 min; inhibition, % at 5 µM; 0.12% of 200,000 active; in the data active = inhibition above about 50%
FLuc act counter = firefly luciferase counter-screen for stimulation assays. AID 1027. activation factor at 10 µM. ATPlite luciferase biochemical, luminescence, 10 min; 0 = ATP-free wells, 1 = DMSO control. 200,000 tested, under 10 active. P08659;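 active = luciferase activation factor, scaled between plate controls, of at least 2 with compound at 10 µM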
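Material: Luciferase/luciferin reagent mix | Doses: Test compounds dosed from 2 mM stocks in 100% DMSO | Timing: 10 min incubation after luciferase reagent addition, room temperature | Measured by: Luminescence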
* = called active by the depositor; / = no result given.

SMILES	FLuc inh counter	APP transl inh	TLR4-MyD88 BLA	Diaph inh CS	STAT1 act	NF-kB expr up	APP 5'UTR act	Diaphorase act	G6PDH CS	FLuc act counter
O=C(OCCCCN1C(=O)c2ccccc2C1=O)c1ccc(S(=O)(=O)N2CCCC2)cc1	-5	-4	1	19	102	1.2	4	0.8	-1	1.1
Cc1cc(N2CCOCC2)nc2ccc(NC(=O)C3CCC(C)CC3)cc12 (stereo unspecified)	-8	-8	6	5	103	1.3	8	1	1	1.1
COC(=O)c1cccc(S(=O)(=O)N(Cc2ccco2)Cc2cc3cc(OC)c(OC)cc3[nH]c2=O)c1	-3	14	1	35	101	0.36	-14	0.7	0	1
CC(=O)c1c(N2CCN(c3ccc(F)cc3)CC2)nc(=S)n(Cc2ccccc2)c1C	-8	1	9	11	102	0.75	-1	0.9	5	1.1
Nc1ncc(Br)cc1Br	-1	20	-2	2	104	0.97	-20	1	-3	1
CCOc1cc(C(=O)Nc2cc(C)ccc2C)ccc1OCC(=O)N1CCCCC1	-5	1	5	18	99	1.2	-1	0.8	6	1
NCCN=C1NS(=O)(=O)c2ccccc21	0	-6	5	11	102	0.94	6	0.9	4	1
Cc1cc(C)n(-c2nc3ccccc3nc2Nc2ccc3[nH]c(=O)[nH]c3c2)n1	1	0	-10	2	107	1.2	0	1	7	1
CC1=C(C(=O)Nc2ccccc2)C(c2cccc([N+](=O)[O-])c2)Nc2nc3ccccc3n21 (stereo unspecified)	-7	0	-10	8	99	0.47	0	0.9	5	1.1
COc1cccc(CNC(C)C(=O)Nc2ccc3c(c2)OCCO3)c1 (stereo unspecified)	-8	-18	-20	6	101	1.2	18	0.9	-1	1.1
COc1ccccc1C(=O)COC(=O)c1ccccc1OCC(=O)Nc1ccc(SC(F)F)cc1	-6	7	1	15	103	0.76	-7	0.9	0	1.1
O=C(CSc1ncn[nH]1)Nc1nnc(-c2ccccc2)s1	16	/	-8	4	116	1.7	/	1	11	0.8
Cn1cccc1/C=N/n1c(-c2ccco2)n[nH]c1=S	8	3	-14	29	98	1.2	-3	0.7	10	0.9
CC(C)(C)c1ccc(CNc2cc(N3CCOCC3)ccc2[N+](=O)[O-])cc1	-5	-19	4	32	105	0.89	19	0.7	6	1
OC1CCN(c2ncnc3nc[nH]c23)CC1	-9	-14	13	13	108	1.1	14	0.9	-9	1.1
COc1ccc(/C=N/OC(=O)Nc2ccccc2OC)cc1	84*	-92	-2	10	107	6.3*	92	0.9	3	0.2
C/C(=N\NC(=O)COc1ccc(C(C)(C)C)cc1)c1ccc(N2CCOCC2)cc1	10	10	-20	5	102	1.2	-10	0.9	2	0.9
CCOC(=O)CSc1nnc(NCC(=O)OC)c(=O)[nH]1	-5	7	-3	17	87	1.4	-7	0.8	-3	1
CCOC(=O)C(CC)(CC)C(=O)/C=C/c1ccc(Br)cc1	-6	-8	16	10	89	1.4	9	0.9	7	1.1
Cc1cc(NC(=NC2CC2)c2ccccc2F)n(-c2ccccc2)n1	-6	-11	-8	8	99	1.4	11	0.9	5	1.1
Cc1nc(SCC(=O)OCc2ccccc2)c2c(=O)n(C)c(=O)n(C)c2n1	11	0	/	-2	/	1.6	0	1	2	0.9
CC1CCCN(c2cc(N(C)CCO)c([N+](=O)[O-])c3nonc23)C1 (stereo unspecified)	1	-17	6	14	96	1.1	17	0.9	9	1
Cc1ccc(CN2C(=O)CCC2C(=O)NCCCN2CCCC(C)C2)cc1 (stereo unspecified)	-3	-1	0	6	102	1.2	1	0.9	16	1
CO/N=C/CC(=O)c1cnc(-c2ccccc2)s1	-3	8	4	16	114	1.4	-8	0.8	29	1
Cc1cc(Nc2cccc(C)c2C)n2ncnc2n1	-11	-8	-8	9	112	1.2	8	0.9	13	1.1
COc1cc(C)c(S(=O)(=O)N2CCOCC2)cc1C(C)C	-3	18	6	12	92	1.1	-18	0.9	-1	1
COc1ccccc1NC(=O)c1cc(Sc2nncn2C)nc2ccccc12	-3	7	-4	8	100	0.99	-7	0.9	11	1
O=C(NC1CCc2ccccc21)C1CCN(S(=O)(=O)c2ccc(-n3cnnn3)cc2)CC1 (stereo unspecified)	-8	5	9	2	93	0.93	-5	1	8	1.1
CCCOC(=O)c1ccc(NC(=O)C2C3C=CC(O3)C2C(=O)O)cc1 (stereo unspecified)	1	-26	9	0	110	1.5	26	1	15	1
NC(=O)N1CCCC1C(=O)Nc1ccc(Cl)c(Cl)c1 (stereo unspecified)	-6	-10	13	8	97	1.1	10	0.9	-5	1.1
O=S(=O)(/C=C/c1ccccc1)Nc1ccc(N2CCOCC2)cc1	-3	-8	7	12	98	0.87	8	0.9	18	1
Cc1cc(S(=O)(=O)N(Cc2cccs2)Cc2ccccc2F)ccc1-n1cnnn1	-7	-11	6	15	98	1	11	0.9	5	1.1
COc1cccc(/C=N\NC(=O)c2cc(OCC(F)(F)F)ccc2OCC(F)(F)F)c1	-1	/	1	5	94	0.97	/	0.9	14	1
N=C(N)N=Nc1c(O)[nH]c2ccc(Br)cc12	-4	-11	-5	6	115	1.1	11	0.9	-9	1
O=C(c1ccccc1Sc1c(Cl)cccc1[N+](=O)[O-])N1CCOCC1	-4	-13	-16	12	90	0.98	13	0.9	-3	1
COC(=O)c1ccc(-c2csc(NC(=O)c3ccc(S(=O)(=O)N4CCc5ccccc5C4)cc3)n2)cc1	1	-2	4	-4	100	1.3	2	1	12	1
Cc1cccc(-n2c(O)c(/C=N/NC(=O)c3ccccc3Cl)c3ccccc3c2=O)n1	2	-6	-6	9	95	0.96	6	0.9	-8	1
CCCOc1ccc(/C=N/Nc2ccccc2[N+](=O)[O-])c(OCCC)c1	-3	-22	9	22	93	1.1	22	0.8	-12	1
C=C(C)C1CC=C(C)/C(=N/NC(=O)COc2ccc(C)cc2)C1 (stereo unspecified)	-4	12	-4	1	97	1.2	-11	1	0	1
Cc1ccc(-c2nc3cc(NS(=O)(=O)c4ccc(C)cc4)ccc3o2)cc1	-1	-19	-4	24	105	1.4	19	0.8	6	1
CC1CCCC(C)N1CC(O)COCC1COc2ccccc2O1 (stereo unspecified)	-8	-5	10	-3	107	0.99	5	1	7	1.1
O=C(N/N=C/C1CCCCC1)c1ccccn1	35	-139	-8	3	137*	1.7	139*	1	2	0.6
CC(C)(C)c1ccc(O)c(N)c1	-7	-6	1	4	93	1.3	5	1	5	1.1
CCCCCC(=O)NC(=S)NNC(=O)c1ccc([N+](=O)[O-])cc1	-5	-14	8	55*	101	0.73	14	0.5	-4	1
FC(F)(F)c1cc(-c2cccs2)nc(-n2cc(Cl)cn2)n1	-6	-4	8	11	96	0.97	5	0.9	0	1.1
CCOC(=O)Cn1nc(/C=C/c2ccc(C(C)C)cc2)ccc1=O	6	-14	-2	20	106	1.4	14	0.8	-1	0.9
CCOC(=O)C1(Cc2ccccc2)CCCN(CCO)C1 (stereo unspecified)	-8	-9	9	7	104	1.3	9	0.9	5	1.1
CCCc1nnc(SCc2ccc(OCC)cc2)n1N	-4	2	3	12	101	0.95	-2	0.9	13	1
COc1cc(OC)cc(-c2cc(N3C(=O)Nc4ccccc4N3O)n[nH]2)c1	-2	7	-1	15	100	1.1	-7	0.8	8	1
CCC(C)C(NC(=O)/C(=C\c1ccccc1)NC(=O)c1ccc(OC)cc1)C(=O)O (stereo unspecified)	-3	-14	-4	-7	99	1.5	14	1.1	8	1
CCOc1ccc(OCCCC(=O)NC2=NCCS2)cc1	-7	2	-19	13	99	1.2	-2	0.9	-3	1.1
O=C(CSc1nc2ccccc2s1)NNC(=S)Nc1ccccc1	-1	-10	14	24	98	1.2	10	0.8	8	1
COc1ccc(NC(=O)/C(Cl)=C(/Cl)S(=O)Cc2ccccc2Cl)cn1 (stereo unspecified)	-2	94*	17	16	346*	0.31	-94	0.8	-4	1
Cc1cc(N/C(=N/S(=O)(=O)c2cc(F)ccc2F)c2ccccc2)n(-c2ccccc2)n1	-7	8	-1	11	103	1.2	-8	0.9	38	1.1
CCN1CCN(c2ccc(NC(=O)c3ccc4c(c3)[nH]c(=O)n4Cc3ccc(F)cc3)cc2)CC1	-2	-6	1	-11	93	0.72	6	1.1	-10	1
CC1CCCCC1NS(=O)(=O)c1ccc(S(=O)(=O)N2CCCC2)cc1 (stereo unspecified)	-4	-3	1	21	92	0.73	3	0.8	4	1
COC(=O)c1cc(OC)c(OC)cc1NC(=O)Cc1cccs1	2	0	13	/	98	1.1	0	/	19	1
O=S(=O)(Nc1cccc(-c2cn3ccsc3n2)c1)c1ccc(F)cc1	0	-3	1	23	114	0.91	3	0.8	-1	1
CCN(CC(=O)Nc1c(F)cccc1F)C(=O)COc1ccc2c(C)cc(=O)oc2c1	-6	6	2	-3	93	1	-6	1	6	1.1
CC1=CC(C)(C)N2C(=O)C3(C(C#N)=C(N)OC4=C3C(=O)CCC4)c3c(C)c(C)cc1c32 (stereo unspecified)	-7	6	1	3	93	1.2	-6	1	4	1.1

Quoted from the entries so far, four compounds:
SMILES	FLuc inh counter	APP transl inh	TLR4-MyD88 BLA	Diaph inh CS	STAT1 act	NF-kB expr up	APP 5'UTR act	Diaphorase act	G6PDH CS	FLuc act counter
CCOc1ccc(OCCCC(=O)NC2=NCCS2)cc1	-7	2	-19	13	99	1.2	-2	0.9	-3	1.1
O=C(CSc1nc2ccccc2s1)NNC(=S)Nc1ccccc1	-1	-10	14	24	98	1.2	10	0.8	8	1
COc1ccc(NC(=O)/C(Cl)=C(/Cl)S(=O)Cc2ccccc2Cl)cn1 (stereo unspecified)	-2	94*	17	16	346*	0.31	-94	0.8	-4	1
Cc1cc(N/C(=N/S(=O)(=O)c2cc(F)ccc2F)c2ccccc2)n(-c2ccccc2)n1	-7	8	-1	11	103	1.2	-8	0.9	38	1.1

(list continues)
SMILES	FLuc inh counter	APP transl inh	TLR4-MyD88 BLA	Diaph inh CS	STAT1 act	NF-kB expr up	APP 5'UTR act	Diaphorase act	G6PDH CS	FLuc act counter
O=C(NCCc1ccncc1)C12CC3CC(CC(C3)C1)C2	-6	-2	-2	8	102	0.86	3	0.9	1	1.1
CC1=C(C(=O)NCCN2CCOCC2)C2(CCC(C)CC2)OC1=O (stereo unspecified)	-3	-6	11	22	102	1.1	5	0.8	18	1
c1ccc(C[n+]2c(-c3ccccc3)csc2Nc2ccccc2)cc1	1	-13	14	6	103	1.9	13	0.9	1	1
CC(C)c1ccc(NC(=O)c2cc(S(=O)(=O)NCC3COc4ccccc4O3)ccc2F)cc1 (stereo unspecified)	-6	11	5	20	100	1.2	-11	0.8	-1	1.1
CC(C)C(=O)Nc1nc2cc3c(cc2s1)OCO3	5	-57	4	6	110	2.1	57	0.9	-9	1
CCC1CCCCN1CCCNC(=O)c1cn(CC)c2ccc(S(=O)(=O)N3CCc4ccccc4C3)cc2c1=O (stereo unspecified)	-5	7	1	18	102	0.8	-7	0.8	-2	1.1
Cc1ccc(-n2c(=S)[nH]c3c(oc4ccccc43)c2=O)cc1	8	33	-5	66*	101	1.2	-33	0.3	14	0.9

Screening results from PubChem.
